# Screening data from PubChem.
# TCR activator = Activators of T cell receptors: qHTS campaign | primary human leukocytes, anti-CD3, IL-2 HTRF, 48 h | Potency, µM (series often up to 9.22 µM), inactives show at the highest dose activation of IL-2 secretion, usual class: activators | 330,000 tested, under 10 active | AID 504894, 2011; further: % of control where 0% means no effect
#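 TCR engagement came from a-CD3 beads alone, with compounds added to primary human leukocytes for 48 hr. Secreted IL-2 bridged europium cryptate- and d2-labelled anti-IL-2 antibodies, giving FRET emission at 665nm after 320nm excitation.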
# A-T KAP1 phos = qHTS Assay for Identifying a Potential Treatment of Ataxia-Telangiectasia; AID 485349, 2010; Potency, µM (titrated, usually from 57.5 µM), inactives show at the top dose activation, most hits filed as activators; […] A-T fibroblasts, KAP-1 phosphorylation AlphaLISA; neocarzinostatin DNA damage 30 min before lysis; hit rate 0.19% among 320,000; further: potency means the concentration at half of the fitted maximal effect; % of control where 0% means no effect; nearly all actives have a fitted effect of over 45% in size
#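 hTERT-immortalized A-T patient fibroblasts ([…]), 500 cells/well in OPTI-MEM, 1% FBS, got compounds for 60 min, then NCS for 30 min at 37C. Lysates were then assayed for phospho-KAP-1 by AlphaLISA (anti-pKAP1 donor, anti-KAP1 acceptor beads), 6 hr at 25C.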
# BCR signal inh = qHTS Assay to Find Inhibitors of Chronic Active B-Cell Receptor Signaling. ABC-DLBCL IkBa-CBG/CBR reporter, luminescence ratio, 4 h. Potency, µM (series often up to 46.1 µM), for inactives: at the highest dose ratio change, negative = lower green/red ratio, usual class: inhibitors. hit rate 0.05% among 340,000; active means well fitted inhibition curve with a large enough effect in the signal ratio, with a control signal flat, not every such curve was filed as active; inconclusive means small, poorly fitted or top-dose-only effect, or effect the other way, or a change in a side signal; the % refers to the signal ratio;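 further: potency means the concentration at half of the fitted maximal effect; plate controls were basal doxycycline-induced cells for no effect and cells given 10 µM MG132 for full effect; MG132 reads +100%, hits lower the ratio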
#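 TMD8 human ABC-DLBCL cells with doxycycline-inducible IκBα–green luciferase fusion and unfused red luciferase, in 0.5% FBS medium; compounds up to 46 uM, 4 h at 37C. Green/red luminescence ratio, filter-overlap corrected, fitted to concentration-response curves.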
# Integrin act MD = qHTS for Activators of Integrin-Mediated Alleviation for Muscular Dystrophy; alpha7betagal myoblasts, beta-gal FDG fluorescence, 48 h; Potency, µM (highest dose often 38.3 µM), inactives show at the highest dose activation, actives largely listed as activators; hit rate 0.064% among 350,000;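 further: potency means the concentration at half of the fitted maximal effect; 100% = response of the positive control SU9516; nearly all actives have a fitted effect of over 60% in size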
#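 Alpha7betagal+/- myoblasts (passage 13) were plated 16-24 hr, then exposed to compounds (1:260 dilution of DMSO stock) for 48 hours at 37C. After MPER lysis, β-galactosidase reporter activity was read as FDG fluorescence (ex 480/em 540) after 30 minutes.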
# Tb PFK block = qHTS Assay to Find Inhibitors of T. brucei phosphofructokinase | hit rate 0.17% among 330,000 | ATP-dependent 6-phosphofructokinase (Trypanosoma brucei brucei), O15648 | T. brucei PFK, ADP-Glo luminescence | Potency, µM (series often up to 57.5 µM), inactives show at the top dose activity, negative = inhibition, hits mostly inhibitors;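 further: potency means the concentration at half of the fitted maximal effect; 0% = uninhibited 1x PFK enzyme wells and -100% = no-enzyme wells; nearly all actives have a fitted effect of over 60% in size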
# Target sequence (O15648 whole entry, looked up): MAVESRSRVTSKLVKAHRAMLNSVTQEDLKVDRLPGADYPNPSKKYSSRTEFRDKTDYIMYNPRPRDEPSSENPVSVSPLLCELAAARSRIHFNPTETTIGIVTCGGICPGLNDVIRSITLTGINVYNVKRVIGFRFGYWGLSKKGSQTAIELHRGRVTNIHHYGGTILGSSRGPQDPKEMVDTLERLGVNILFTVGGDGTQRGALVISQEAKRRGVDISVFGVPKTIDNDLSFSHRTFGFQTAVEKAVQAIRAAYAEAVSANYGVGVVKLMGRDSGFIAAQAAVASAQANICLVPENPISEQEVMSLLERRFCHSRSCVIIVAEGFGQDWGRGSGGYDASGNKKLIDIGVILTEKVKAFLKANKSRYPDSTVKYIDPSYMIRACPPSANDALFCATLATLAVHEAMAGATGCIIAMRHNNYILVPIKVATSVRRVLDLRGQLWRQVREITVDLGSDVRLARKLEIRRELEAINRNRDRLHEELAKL
#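 Compounds were pin-transferred as a titration series up to 57 uM into substrate buffer (0.5 mM F6P, 0.1 mM ATP, pH 8.0), then 1.25 nM PFK was added and reactions ran 45 min before ADP-Glo detection.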
# TSHR antagonist = Antagonists of the Thyroid Stimulating Hormone Receptor: HTS campaign. Thyrotropin receptor (Homo sapiens), P16473. TSHR-expressing cells, TSH-stimulated cAMP HTRF, 2 h; hits give low values. activity change, negative = inhibition, % at 11.5 µM. hit rate 0.2% among 330,000. AID 504810, 2011;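 active means activity change below a set negative limit, meaning inhibition stronger than a set level, cut at about -70% in these data; inconclusive means activity change between two set negative limits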; further: on the % scale 0 is the no-effect control and ±100 the full control effect
#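 Inhibition of cAMP made by TSHR-expressing cells under TSH stimulation (4nM final, EC80; 2 h, 37 deg C) is quantified with a one-step lysis HTRF kit, anti-cAMP cryptate versus cAMP-d2.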
# ELG1 DNA repair = qHTS screen for small molecules that inhibit ELG1-dependent DNA repair in human embryonic kidney (HEK293T) cells expressing luciferase-tagged ELG1. HEK293T ELG1-luciferase reporter, luminescence, 16 h; DNA damage induced by 5-fluorouridine. Potency, µM (top dose mostly 46.1 µM), inactives show at the highest dose activity change, negative = inhibition, hits mostly inhibitors. hit rate 2.3% among 330,000; further: potency means the concentration at half of the fitted maximal effect; on the % scale 0 is the no-effect control and ±100 the full control effect; nearly all actives have a fitted effect of over 55% in size
#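 In this reporter screen, reduction of luminescence relative to DMSO vehicle indicated activity. Compounds and 5-fluorouridine were added together to 2,000 cells per well, incubated for 16 hr at 37 °C, then developed with ONE-Glo.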
# Eya2 phos inh = qHTS Assay for Inhibitors of the Phosphatase Activity of Eya2; hit rate 0.006% among 330,000; recombinant Eya2, OMFP fluorescence dephosphorylation (OMFP is methylfluorescein phosphate); Potency, µM (titrated, usually from 76.9 µM), for inactives: top-dose activity, negative = inhibition, most hits filed as inhibitors; AID 488837, 2010; further: potency means the concentration at half of the fitted maximal effect; on the % scale 0 is the no-effect control and ±100 the full control effect
# Target sequence (O00167 whole entry, looked up): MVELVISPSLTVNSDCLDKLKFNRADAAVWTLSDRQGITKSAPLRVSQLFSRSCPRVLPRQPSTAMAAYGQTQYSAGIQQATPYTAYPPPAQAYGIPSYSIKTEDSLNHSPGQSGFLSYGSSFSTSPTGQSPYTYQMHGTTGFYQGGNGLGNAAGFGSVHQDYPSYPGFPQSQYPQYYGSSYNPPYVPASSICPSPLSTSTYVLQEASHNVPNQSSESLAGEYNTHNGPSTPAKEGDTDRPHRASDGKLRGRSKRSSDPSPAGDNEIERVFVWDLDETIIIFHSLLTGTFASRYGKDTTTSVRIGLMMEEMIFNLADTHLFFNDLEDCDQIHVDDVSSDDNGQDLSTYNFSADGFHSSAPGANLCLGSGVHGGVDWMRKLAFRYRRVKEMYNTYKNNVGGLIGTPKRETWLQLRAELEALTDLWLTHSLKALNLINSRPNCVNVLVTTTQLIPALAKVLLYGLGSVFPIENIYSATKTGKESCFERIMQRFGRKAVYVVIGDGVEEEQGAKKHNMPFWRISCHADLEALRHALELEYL
#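 Eya2 (0.2 uM) preincubated 10 min at ambient with compound, then OMFP substrate added at 50 uM; 10 min reaction in 50 mM HEPES pH 7.5, 50 mM NaCl, 5 uM MgCl2, 0.05% BSA, 1 mM DTT. Fluorescence read at Ex 485/Em 525 nm.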
# S-ASM inh = Inhibitors of Secretory Acid Sphingomyelinase (S-ASM): qHTS; placental ASM, HMU-PC fluorogenic substrate, 60 min; hit rate 0.006% among 340,000; Potency, µM (highest dose often 57.5 µM), for inactives: at the highest dose activity change, negative = inhibition, actives largely listed as inhibitors; further: potency means the concentration at half of the fitted maximal effect
#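 Steps: dispense placental human ASM, pin compound, wait 10 min at room temperature, add HMU-PC0 substrate at 9 uM final, incubate 60 min at 37 °C, add stop solution raising pH to 10, read fluorescence.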
# TSG101-PTAP inh = qHTS Assay for Iinhibitors of HIV-1 Budding by Blocking the Interaction of PTAP/TSG101; Tumor susceptibility gene 101 protein (Homo sapiens), Q99816; 340,000 tested, under 10 active; AID 493005, 2010; Potency, µM (series often up to 115 µM), for the others: at the top dose activity change, negative = inhibition, actives largely listed as inhibitors; Fluorescence polarization, FITC-PTAP peptide / Tsg101 binding; active means well fitted inhibition curve with a large enough effect in the main read-out, with a control signal flat, not every such curve was filed as active; inconclusive means small, poorly fitted or top-dose-only effect, or effect the other way, or a change in a side signal; inactive means no such curve, though single readings can be large or run the other way; further: potency means the concentration at half of the fitted maximal effect; % of control where 0% means no effect
#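 Compounds were pin-transferred onto Tsg101 binding domain (10 uM final) in HEPES pH 7.5 buffer, then FITC-PTAP peptide was added at 50 nM final. After 20 min at RT, polarization reported peptide displacement across a qHTS concentration series.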
# Mito fusion act = qHTS Assay for Small Molecule Inhibitors of Mitochondrial Division or Activators of Mitochondrial Fusion; Potency, µM (highest dose often 46.1 µM), for inactives: at the top dose growth rescue (activation), usual class: activators; AID 485298, 2010; hit rate 0.23% among 320,000; S. cerevisiae fusion-defective mutant growth rescue, CellTiterGlo 48 h;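 further: potency means the concentration at half of the fitted maximal effect; % of control where 0% means no effect; nearly all actives have a fitted effect of over 45% in size; temperature-sensitive fusion mutants such as fzo1-1 at 37 °C on non-fermentable ethanol glycerol medium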
#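 Yeast fusion mutant, YPEG (non-fermentable carbon), compound, 48 h at 37C non-permissive; CellTiterGlo added, 10 min RT, luminescence read. Rescued growth = division inhibition.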
# Starred values were filed as active, the others as inactive; ? = inconclusive; . = no result given; & = joins results of further samples; [ ] = dose if it differs, or a comment. Unless noted, the call rests on the fitted dose curve; in most records, active means well fitted curve in the direction sought with a large enough effect; inconclusive means small, poorly fitted or top-dose-only effect, or another doubt; inactive means no such curve, though single readings can be large; an effect the other way counts as inactive or inconclusive. Hits appear at their usual frequency; any-hit rate near 3.2%.
# Each structure is followed by: TCR activator	A-T KAP1 phos	BCR signal inh	Integrin act MD	Tb PFK block	TSHR antagonist	ELG1 DNA repair	Eya2 phos inh	S-ASM inh	TSG101-PTAP inh	Mito fusion act
O=[N+]([O-])c1cc(C(F)(F)F)cc([N+](=O)[O-])c1Sc1n[nH]c(C(F)(F)F)n1
    -3%	1%	?	-38%[inhibitor]	-28%	4	-6%	10%	2%	-3%	8%
NC(=O)CSc1nnc(-c2ccc(O)cc2)n1Cc1ccco1
    -8%[46.1 µM]	-1%	-1%	-6%	1%	2	15%	-5%	-1%	-4%	-4%
C=CCNC(=O)/C(C#N)=C/c1ccc2c(c1)OCCO2
    -3%	-5%	?	-35%	-1%	-3	?	5%	2%	-2%	-1%
O=S(=O)(c1ccc(Oc2ccc(Cl)cc2)nc1)N1CCOCC1
    -5%	-1%	10%	30%	0%	-23	21%	9%	-3%	-1%	9%
COc1cc(C=O)ccc1Oc1nnnn1-c1ccc(C(N)=O)cc1
    .	-2%	2%	-31%	-7%	-8	-10%	8%	5%	.	-4%
CCCN1C(=O)/C(=C/c2nc3ccccc3c(=O)[nH]2)c2ccccc21
    -3%[46.1 µM]	-1%	10%	1%	0%	0	-6%	2%	-22%	-12%	5%
Clc1ccc(-n2ncc3c(N4CCCC4)ncnc32)cc1
    4%	1%	?	0%	3%	-3	?	-3%	2%	-4%	1%
Cc1ccc2c(c1)CCCN2C(=O)c1ccc2c(c1)OCO2
    0%	2%	?	4%	-19%	-6	10%	12%	-1%	-10%	1%
C#CCNC(=O)C1=C[C@H](c2ccccc2)[C@@H](CCCO)[C@H](OCC)O1
    -8%	-5%	?	9%	-3%	5	10%	1%	5%	0%	-2%
COc1ccc(NC(=O)CN2C(=O)NC3(CCCCCC3)C2=O)cc1Cl
    -1%[46.1 µM]	-16%	-9%	14%	-15%	-2	10%	-1%	3%	2%	.
CC(C)C(NC(=O)c1ccc(C(C)(C)C)cc1)C(=O)NCc1ccccn1 (stereo not drawn)
    3%	-2%	7%	-17%	-1%	-11	?	-23%	2%	-2%	4%
N#Cc1cccc(NC(=O)c2ccccc2C(=O)O)c1
    0%	-11%	-1%	4%	?	8	8%	-16%	6%	-4%	-3%
Cc1ccc(-n2c(C)cc(C(=S)N3CCOCC3)c2C)cc1C
    -2%	3%	2%	-35%	0%	6	-23%	8%	0%	-6%	-1%
CC(C)(C)C(=O)[C@@H]1[C@@H]2C(=O)N(C3CCCCC3)C(=O)[C@@H]2[C@H]2c3ccccc3C=CN12
    0%	-3%	?	-8%	25%	12	10%	-2%	9%	-3%	1%
Cc1ncccc1C(=O)N1CCCC(CNC(=O)c2ccc(-c3ccccc3)cc2)C1 (stereo not drawn)
    3%	-3%	-3%	8%	0%	-28	-11%	-18%	-2%	0%	3%
CC1CCN(S(=O)(=O)c2ccccc2[N+](=O)[O-])CC1
    6%[46.1 µM]	-6%	2%	-37%	-1%	1	8%	1%	3%	-1%	1%
Cc1cc(C)c(NS(=O)(=O)c2ccc(NC(=O)c3cccs3)cc2)c(C)c1
    -2%[46.1 µM]	7%	5%	-19%	0%	0	?	-3%	-3%	0%	8%
COc1ccc(CNS(=O)(=O)c2cc3c4c(c2)C(C)C(=O)N4CCC3)cc1 (stereo not drawn)
    -9%	-1%	6%	26%	-3%	-6	0%	1%	1%	-4%	0%
Fc1ccc(-c2noc(-c3ccc4c(c3)CCO4)n2)cc1
    1%	10%	?	10%	-12%	-14	?	1%	3%	-3%	11%
CCOc1ccc(CNC(=O)CCCC(=O)n2ncc3cc(C)ccc32)cc1
    1%	-6%	2%	-17%	1%	15	?	?	0%	-1%	-2%
COc1nccnc1NS(=O)(=O)c1ccc(NC(=O)c2ccc(F)cc2)cc1
    2%	-2%	-1%	4%	0%	4	2%	5%	5%	2%	7%
CCc1nc(SCC(=O)Nc2ccc(C(=O)O)cc2)n[nH]1
    -5%	-4%	?	24%	2%	0	8%	10%	3%	-1%	-2%
COc1cc2c(cc1OC)C(c1cc3ccc(C)cc3[nH]c1=O)N(C(=O)c1ccco1)CC2 (stereo not drawn)
    8%	1%	-28%	-34%	3%	-2	-11%	0%	-7%	1%	3%
O=C(Nc1cccc([N+](=O)[O-])c1)c1cc(S(=O)(=O)N2CCOCC2)cs1
    4%	0%	-1%	28%	2%	-7	-15%	-3%	-2%	0%	1%
CN(C)C(=O)c1ccc(NC(=O)COc2ccc([N+](=O)[O-])cc2)cc1
    6%	1%	?	2%	-28%	-5	-9%	11%	-1%	1%	-4%
O=C(Nc1ccc(N2CCN(C(=O)c3ccccc3)CC2)cc1)c1ccc(Br)o1
    -3%	-7%	2%	-39%	-2%	-3	?	10%	0%	-5%	-5%
COc1ccnc(NCc2ccc(Cl)cc2)c1C#N
    -2%	0%	?	11%	-2%	-7	?	-1%	-2%	-1%	3%
Cc1ccc2[nH]c(=O)c(CNS(=O)(=O)c3ccccc3)c(-c3ccccc3)c2c1
    6%	1%	-8%	11%	0%	-1	?	-11%	-13%	-3%	-4%
CC(NC(=O)CN1C(=O)COc2ccccc21)c1ccccc1 (stereo not drawn)
    -3%	1%	4%	0%	-3%	12	8%	-17%	-4%	-1%	2%
C[C@@H](C(=O)N1CCN(C(=O)OC(C)(C)C)CC1)n1cc(CCCN=C(NC(=O)OC(C)(C)C)NC(=O)OC(C)(C)C)nn1
    -1%	7%	?	-14%	0%	1	4%	5%	0%	-3%	-4%
CCCCCCOC(=O)C(C#N)c1nc2ccccc2nc1N1CCN(C)CC1 (stereo not drawn)
    4%	-2%&-18%	?	-21%	-15%&1%	36&-10	?	-19%&-18%	22%	-12%	-20%&-11%
Cc1ccc(NC(=S)N2CCN(c3ccccc3F)CC2)c(C)c1
    -83%	2%	-8%	?	-4%	-8	-17%	-9%	0%	-1%	-12%
COc1ccc(S(=O)(=O)N2CCN=C2SCc2cccc(C)c2)cc1
    2%	15%	?	-3%	4%	-21	?	2%	-3%	-3%	-7%
COc1ccc(Nc2nc(NC(C)(C)C)nc(N3CCOCC3)n2)c(OC)c1
    -7%	5%	-11%	-21%	0%	0	?	-3%	6%	-2%	13%
Cc1c(Nc2ncccc2C(=O)O)cccc1C(F)(F)F
    -2%	5%	-1%	.	0%	-8	17%	-4%	0%	0%	11%
CCCCOC(=O)Nc1cc(C)c(Cl)cc1OC
    2%	14%	?	6%	2%	9	7%	-38%	-3%	0%	2%
CCOC(=O)c1c(-c2cccc(N)c2)cn2ccccc12
    4%	-4%	0%	7%	1%	10	0%	-7%	0%	-2%	-5%
CCOc1ccccc1NC(=O)CSc1nnnn1Cc1ccccc1
    .	4%	-18%	-16%	?	-2	4%	0%	-1%	-15%	4%
CCOC(=O)Cc1cnc(NC(=O)CSc2nc(C)c(CC)c(=O)[nH]2)s1
    -23%	-5%	?	8%	-3%	-11	?	3%	3%	-2%	-2%
CCOC(=O)c1cc(CO)cc(C(=O)OCC)c1
    9%	0%	6%	13%	0%	-1	18%	7%	2%	0%	0%
COc1ccccc1Nc1c2ccccc2nc2ccccc12
    -5%	-11%	?	-71%[inhibitor]	-6%	1	?	4%	14%	0%	-1%
